T cell HTS – modulators of CD8 T cell-vesicle binding, primary screen, mouse 2C CD8+ T cells, flow cytometry; 2C CD8+ T cell-vesicle binding; hits give low values; calls only at 7 µM; actives 0.068% (n = 330,000); AID 2052, 2009;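 active = response, share of CD8 T cells binding vesicles, and their 90th percentile fluorescence all below set limits, cut at about 80% in these data, passing the limit was not always enough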
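Assay system: 2C TCR transgenic mouse naive CD8+ T cells, MACS-purified | Read-out: CD8+ gate FL2 mean fluorescence as % of same-row positive control | Signal: High-throughput flow cytometry with anti-B7-1 and anti-CD8 staining | Timing: Binding step 1.5 h, 37 °C, antibody labelling 20 min, ice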
T cell HTS vesicle-bound % – also measured in T cell HTS; calls as there; double positive events, %; measured here: CD8+ vesicle-bound cell fraction;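 binding gate set so that unloaded-vesicle control wells show 10% double positive cells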
Active calls of the source: *; i = inactive.

T cell HTS	T cell HTS vesicle-bound %	structure
i	42	O=C(Nc1ccc(F)cc1)c1cccnc1Oc1ccccc1
i	14	CCc1cccc(C)c1NC(=O)CSc1nnc(Cc2csc(C)n2)o1
i	16	COC(=O)[C@]1(Cc2ccccc2)N[C@H](CN(C)C(=O)c2ccc(F)cc2)[C@@H]2C(=O)N(C)C(=O)[C@@H]21
i	29	O=C(Nc1ccc(F)cc1)c1ccc2c(c1)S(=O)(=O)N=C1CCCCCN12
i	38	CCOc1ccc(NC(=O)C2CC(=O)N(CCc3ccccc3)C2)cc1OC (stereo unspecified)
i	52	CCc1c(C2(O)CCCCC2)[nH]c2ccc(C(=O)OC)cc12
i	40	CC(C)c1ccc(S(=O)(=O)N2CCN(C(=O)c3ccncc3)CC2)cc1
i	28	COc1ccccc1N(C)S(=O)(=O)c1ccc(C(=O)OCC(=O)Nc2ccc(C(N)=O)cc2)cc1

Further entries follow.
T cell HTS	T cell HTS vesicle-bound %	structure
i	61	CCCc1cc(=O)[nH]c2nnc(SCC(=O)Nc3nccs3)n12
i	14	Cc1nc2ccc(Br)cc2c(=O)n1Cc1cccs1
i	18	CC(C)=CCc1c(-c2ccc(O)cc2O)oc2c3c(cc(O)c2c1=O)OC(C)(C)C=C3
i	21	C[C@H](CO)N1C[C@H](C)[C@@H](CN(C)C(=O)NC2CCCCC2)Oc2ccc(NC(=O)Cn3cnnn3)cc2C1=O
i	57	CSc1ccc(CN(C)CC(=O)Nc2ccccc2C(=O)NC2CC2)cc1
i	47	COc1ccc(NS(=O)(=O)c2ccc(C(=O)NCC3(N4CCOCC4)CCCCC3)cc2)cc1
i	9	COc1ccc(F)cc1CN1CCN(CC(=O)Nc2ccccc2C(=O)NC2CC2)CC1
i	37	Cc1ccccc1CCNC(=O)c1ccc(Cl)c(S(=O)(=O)N2CC(C)OC(C)C2)c1 (stereo unspecified)

A section taken from the entries so far, for reference:
T cell HTS	T cell HTS vesicle-bound %	structure
i	40	CC(C)c1ccc(S(=O)(=O)N2CCN(C(=O)c3ccncc3)CC2)cc1
i	28	COc1ccccc1N(C)S(=O)(=O)c1ccc(C(=O)OCC(=O)Nc2ccc(C(N)=O)cc2)cc1
i	61	CCCc1cc(=O)[nH]c2nnc(SCC(=O)Nc3nccs3)n12
i	14	Cc1nc2ccc(Br)cc2c(=O)n1Cc1cccs1
i	18	CC(C)=CCc1c(-c2ccc(O)cc2O)oc2c3c(cc(O)c2c1=O)OC(C)(C)C=C3
i	21	C[C@H](CO)N1C[C@H](C)[C@@H](CN(C)C(=O)NC2CCCCC2)Oc2ccc(NC(=O)Cn3cnnn3)cc2C1=O
i	57	CSc1ccc(CN(C)CC(=O)Nc2ccccc2C(=O)NC2CC2)cc1

(cont.)
T cell HTS	T cell HTS vesicle-bound %	structure
i	33	N#CCC(=O)Nc1ccc(C(=O)OCC(=O)NNC(=O)c2cccs2)cc1
i	40	COc1ccc(C(=O)NCc2ccccc2C)cc1S(=O)(=O)NC1CCCC1
i	46	COc1ccc(-c2csc(NC(=O)CSC(C)C(=O)Nc3cc(C)on3)n2)cc1OC (stereo unspecified)
i	38	O=C(Cc1ccccn1)c1ccc(F)cc1
i	37	CC(=O)N/C(=C\c1ccccc1)C(=O)OCC(=O)NC(=O)c1ccccc1
i	45	O=C(Nc1ccccc1N1CCCC1)C1CCN(S(=O)(=O)c2ccccc2C(F)(F)F)CC1
i	18	C[C@H](NS(=O)(=O)c1ccccc1F)C(=O)OCC(=O)Nc1ccc2c(c1)OCCO2
i	34	Cc1cccnc1NC(=O)C1CC(=O)N(c2ccc3c(c2)OCCO3)C1 (stereo unspecified)

More compounds
T cell HTS	T cell HTS vesicle-bound %	structure
i	59	Cc1cccc(NC(=O)CSCC(=O)N(C)CC(=O)Nc2cccc(F)c2)c1
i	10	Cc1ccc(C)c(S(=O)(=O)N2CCN(CC(=O)NC(C)c3ccccc3)CC2)c1 (stereo unspecified)
i	38	COc1ccccc1N1CCN(S(=O)(=O)CCNC(=O)Cc2ccc(F)cc2)CC1
i	8	O=C1c2ccccc2C(=O)N1CCC#Cc1ccc2cc(CCCO)oc(=O)c2c1
i	27	CCN1CCN(Cc2ccc(NC(=O)c3cc(NC(=O)c4cncc(-c5cccs5)c4)cc(OC)c3)cc2C(F)(F)F)CC1
i	23	CCCNC(C)(C)COC(=O)c1ccccc1
i	22	COc1cc(C)ccc1OC(C)C(=O)Nc1ccc(N2CCCCC2)cc1 (stereo unspecified)
i	20	C[C@@H](OC(=O)N(C)Cc1ccccc1)[C@H]1O[C@]2(C)CCCC[C@H]1O2

(further entries)
T cell HTS	T cell HTS vesicle-bound %	structure
i	14	COCCOc1ccc(C(F)(F)F)cc1NC(=O)COC(=O)C1=COCCO1
i	41	Cc1ccc(NC(=O)C2CC(=O)N(c3ccc4c(c3)OCCO4)C2)cc1S(=O)(=O)N1CCCCCC1 (stereo unspecified)
i	10	O=C(Nc1cc2c3c(c1)CC(=O)N3CCC2)c1ccc(Br)o1
i	46	COc1cc(C(=O)NCC(=O)NCCSc2ccc(Br)cc2)cc(OC)c1OC
i	27	Nc1cc(=O)[nH]c(SCC(=O)NC2CCCCCCC2)n1
i	20	CC(C)(C)OC(=O)NCC(=O)NNC(=O)C(C(=O)OCc1ccccc1)c1ccccc1 (stereo unspecified)
i	44	COc1ccc(NC(=O)COC(=O)CCC(=O)c2cccs2)cc1OC
i	6	CN(C(=O)CSc1nc2ccccc2o1)C1CCS(=O)(=O)C1 (stereo unspecified)

(more compounds)
T cell HTS	T cell HTS vesicle-bound %	structure
i	32	Cc1sc2ncn(CC(=O)NC3CCCCC3)c(=O)c2c1C
i	51	CC(=O)NC(c1cc(Cl)c2cccnc2c1O)C(C)C (stereo unspecified)
i	10	CCN(C[C@H]1N[C@@](Cc2ccccc2)(C(=O)OC)[C@H]2C(=O)N(Cc3ccccc3)C(=O)[C@@H]12)C(=O)Nc1ccc(C(F)(F)F)cc1
i	45	Cc1ccn2c(=O)nc(SCC(=O)NCCc3ccccc3)nc2c1
i	50	C=CCNC(=O)C(=O)NCC1CCCN1S(=O)(=O)c1cccs1 (stereo unspecified)
i	33	Cc1ccc(C)c(S(=O)(=O)N2CCN(C(=O)CNC(=O)c3ccc4ccccc4c3)CC2)c1
i	28	CCCC(C)CO (stereo unspecified)
i	47	CC(=O)NC(c1cc(F)c2cccnc2c1O)C1CC1 (stereo unspecified)

New compounds follow.
T cell HTS	T cell HTS vesicle-bound %	structure
i	45	COc1ccc(N2CCN(C(=O)CN3C(=O)NC4(CCCc5ccccc54)C3=O)CC2)cc1 (stereo unspecified)
i	59	c1ccc2[nH]c(CCCc3nc4ccccc4[nH]3)nc2c1
i	33	Cc1ccc(C)c(OCC(=O)NNC(=O)c2ccc(=O)[nH]c2)c1
i	12	O=C(COC(=O)C1CC2C=CC1C2)Nc1ccc([N+](=O)[O-])cc1 (stereo unspecified)
i	8	C#CCOCCOCCOCCNc1nc(N2CCN(C(=O)CCCCCCCCCCNC(=O)[C@H](CCCCN)n3cc(C)nn3)CC2)nc(N2CCN(C(=O)CCCCCCCCCCNC(=O)[C@H](CO)n3cc(CCCSC)nn3)CC2)n1
i	10	COC(=O)c1ccc(CNC(=O)c2ccc(S(=O)(=O)N(C)c3ccccc3OC)cc2)cc1
i	30	Cc1cc(C(=O)OCC(=O)NC(C)c2ccc(F)cc2)c(C)o1 (stereo unspecified)
i	9	C[C@H]1CN([C@@H](C)CO)C(=O)c2cccc(NC(=O)C3CC3)c2O[C@H]1CN(C)S(=O)(=O)c1cccs1

Next compounds:
T cell HTS	T cell HTS vesicle-bound %	structure
i	21	O=C(NCc1ccccc1CN1CCOCC1)c1ccc(-n2cccn2)cc1
i	45	CCOC(=O)/C=C1\SCC(=O)N1CC(=O)Nc1cc(S(=O)(=O)N(C)C)ccc1C
i	8	CC1CC1C(=O)N1CCN(S(=O)(=O)c2cc(C(F)(F)F)cc(C(F)(F)F)c2)CC1 (stereo unspecified)
i	22	Cn1c(SCC(=O)Nc2ccc(C(=O)O)cc2)nc2scc(-c3ccccc3Cl)c2c1=O
i	59	Cc1ccc(NC(=O)CSc2nc(=O)n(CCCN3CCOCC3)c3c2CCCC3)c(C)c1
i	27	CC(=O)C(Cc1ccccc1)NC(=O)COc1ccc2c(c1)OCO2 (stereo unspecified)
i	23	CC(C)NC(=O)N(C)C[C@H]1Oc2ccc(NC(=O)Nc3ccc(C(F)(F)F)cc3)cc2C(=O)N([C@H](C)CO)C[C@@H]1C
i	47	O=C(Nc1ccccc1Cl)C1Cc2ccccc2O/C1=N\O (stereo unspecified)

Additional entries follow.
T cell HTS	T cell HTS vesicle-bound %	structure
i	24	Cc1ccc(NC(=O)NC(=O)COc2c(F)c(F)cc(F)c2F)c(C)c1
i	51	O=C(Nc1ccc(-c2ccc(N3CCCCC3)nn2)cc1)c1ccco1
i	44	CCOc1cc(/C=C2\SC(=S)N(NS(=O)(=O)c3ccc(C)cc3)C2=O)ccc1O
i	7	CCN(C[C@H]1N[C@@](C)(C(=O)OC)[C@H]2C(=O)N(C)C(=O)[C@@H]12)S(=O)(=O)c1ccc(-c2ccccc2)cc1
i	27	COc1ccc2oc(C(=O)OCC(=O)Nc3cccc(S(=O)(=O)N4CCOCC4)c3)c(C)c2c1
i	6	C[C@H](CO)N1C[C@H](C)[C@@H](CN(C)S(=O)(=O)c2cccs2)Oc2ccc(NS(=O)(=O)c3ccccc3)cc2C1=O
i	22	Cc1ccc(NC(=O)C2CCN(S(=O)(=O)c3cccc(C(F)(F)F)c3)CC2)nc1
i	36	C=C1CCC[C@]2(C)C[C@H]3OC(=O)C(CNC(C)CC)[C@H]3CC12 (stereo partly specified)

Later entries.
T cell HTS	T cell HTS vesicle-bound %	structure
i	35	Cc1ccnc(NC(=O)CC(NC(=O)c2ccccc2Cl)c2ccccc2)c1 (stereo unspecified)
i	17	Nc1nnnn1/N=C/c1ccccc1O
i	56	O=C(NN1CCOCC1)c1ccccc1NS(=O)(=O)c1ccc(F)cc1F
i	43	COc1ccc(C(=O)N/C(=C\c2cccc3ccccc23)C(=O)N2CCN(C)CC2)cc1
i	32	NS(=O)(=O)c1ccc(CCNC(=O)COC(=O)CCN2C(=O)C3CC=CCC3C2=O)cc1 (stereo unspecified)
i	64	O=C(CCN1C(=O)C2CCCCC2C1=O)N1CCN(S(=O)(=O)c2ccccc2)CC1 (stereo unspecified)
i	33	CC(C)c1cccc(-c2ccc3c(c2)S(=O)(=O)c2cccc(C(=O)NCc4ccco4)c2C3=O)c1
i	40	CCOc1ccc(NC(=O)CN(C)C(=O)c2cc(-c3ccc(OC)cc3)nc3ccccc23)cc1OCC

Ordered by SMILES length (largest number first): part of the list above.
T cell HTS	T cell HTS vesicle-bound %	structure
i	40	CCOc1ccc(NC(=O)CN(C)C(=O)c2cc(-c3ccc(OC)cc3)nc3ccccc23)cc1OCC
i	32	NS(=O)(=O)c1ccc(CCNC(=O)COC(=O)CCN2C(=O)C3CC=CCC3C2=O)cc1 (stereo unspecified)
i	43	COc1ccc(C(=O)N/C(=C\c2cccc3ccccc23)C(=O)N2CCN(C)CC2)cc1
i	64	O=C(CCN1C(=O)C2CCCCC2C1=O)N1CCN(S(=O)(=O)c2ccccc2)CC1 (stereo unspecified)

Continued:
T cell HTS	T cell HTS vesicle-bound %	structure
i	57	O=C(COC(=O)c1ccncc1)Nc1ccc2c(c1)OCO2
i	24	COc1ccc(N2CCN(S(=O)(=O)CCNC(=O)CCCc3ccccc3)CC2)cc1
i	53	CN1CCN(S(=O)(=O)c2cccc(C(=O)Oc3cccc(Br)c3)c2)CC1
i	13	CN(C)C(=O)c1cc(C(=O)Cc2ccccc2)c[nH]1
i	7	CCN(CC(=O)Nc1ccc(NC(C)=O)cc1)C(=O)/C=C/c1cn(Cc2ccccc2)nc1-c1cccnc1
i	18	C=C(C)CNc1cc(S(=O)(=O)N2CCOCC2)ccc1Oc1ccccc1
i	18	O=C(Cc1cccs1)N1CCN(S(=O)(=O)c2ccc(Cl)c(C(F)(F)F)c2)CC1
i	39	COCCNC(=O)COc1ccc(N(C)S(=O)(=O)c2ccc3ccccc3c2)cc1

Further results follow:
T cell HTS	T cell HTS vesicle-bound %	structure
i	32	CCN1C(=O)N[C@@H](c2ccccc2)[C@H](C(=O)OC)[C@H]1C
i	50	CCOC(=O)Nc1ccc2c(CN3CCN(S(=O)(=O)c4ccc(C(C)C)cc4)CC3)cc(=O)oc2c1
i	54	COc1ccc(-n2cc([N+](=O)[O-])c(=O)c3ccc(Cl)cc32)cc1
i	35	O=S(=O)(c1ccccc1)[C@@]1(c2ccc(Br)cc2)C[C@@H]2ON=C(c3ccccc3)[C@@H]2C1
i	60	Cc1cc(C)c(NC(=O)CSc2nc(=O)n(CCN3CCOCC3)c3c2CCCC3)c(C)c1
i	7	COc1ccc(NC(=O)COc2coc(CN3CCN(c4ccccc4)CC3)cc2=O)cc1
i	28	C=C[C@@H]1c2ccccc2N(S(=O)(=O)c2ccc(C)cc2)[C@H](c2ccccc2)C1(C#N)C#N
i	47	COc1ccccc1-c1nn(-c2ccccc2)cc1C(=O)N1CCc2ccccc2C1

Remaining list, next part:
T cell HTS	T cell HTS vesicle-bound %	structure
i	42	COc1cc(OC)c2c(c1)O/C(=C\c1ccccc1)C2=O
i	31	O=C(NCC(c1ccco1)N1CCN(c2ccc(F)cc2)CC1)C(=O)NC1CC1 (stereo unspecified)
i	13	O=C(c1cn(Cc2ccccc2)nc1-c1cccnc1)N1CCN(Cc2c(F)cccc2Cl)CC1
i	38	CCOC(=O)c1ccc(NS(=O)(=O)c2cc3c4c(c2)CCN4C(=O)CC3)cc1
i	31	Cc1c(Cl)cccc1NC(=O)CNC(=O)C1CC(=O)N(CCc2ccccc2)C1 (stereo unspecified)
i	25	O=C(Nc1cc2c3c(c1)CC(=O)N3CCC2)C1CC1
i	41	O=C(COC(=O)c1cc(S(=O)(=O)N2CCCCC2)ccc1N1CCOCC1)c1ccc(F)cc1

High-throughput results: PubChem, NMMLSC

An excerpt. The share of hits here may be higher or lower than overall.
